Screening results deposited in PubChem by National Center for Advancing Translational Sciences (NCATS).
TDP1 inh = blocks human tyrosyl-DNA phosphodiesterase 1. recombinant TDP1, AlphaScreen DNA substrate cleavage. Potency, µM (series often up to 130 µM), for inactives: top-dose activity change, negative = inhibition, most hits filed as inhibitors. 350,000 tested, 0.28% active; also: nearly all actives have a fitted effect of over 40% in size
Target sequence (Q9NUW8 whole entry, looked up): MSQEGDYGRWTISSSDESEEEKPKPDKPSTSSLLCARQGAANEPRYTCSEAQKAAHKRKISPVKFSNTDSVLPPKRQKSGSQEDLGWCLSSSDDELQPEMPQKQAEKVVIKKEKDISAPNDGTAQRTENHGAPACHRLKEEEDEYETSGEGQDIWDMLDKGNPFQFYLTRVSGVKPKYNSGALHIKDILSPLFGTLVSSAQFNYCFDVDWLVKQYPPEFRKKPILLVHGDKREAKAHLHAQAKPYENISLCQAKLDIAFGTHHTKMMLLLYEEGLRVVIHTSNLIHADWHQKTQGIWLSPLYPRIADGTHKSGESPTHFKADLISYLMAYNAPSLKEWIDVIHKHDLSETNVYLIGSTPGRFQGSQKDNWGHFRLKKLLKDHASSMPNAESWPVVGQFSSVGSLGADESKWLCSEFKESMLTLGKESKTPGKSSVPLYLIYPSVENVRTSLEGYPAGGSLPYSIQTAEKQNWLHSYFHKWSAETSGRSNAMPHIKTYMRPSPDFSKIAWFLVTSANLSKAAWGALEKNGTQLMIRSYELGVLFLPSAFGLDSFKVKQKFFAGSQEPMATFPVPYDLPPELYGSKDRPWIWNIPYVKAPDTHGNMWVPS
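Signal: AlphaScreen proximity between streptavidin donor and anti-FITC acceptor beads on intact substrate. Reaction: Tdp1 1 nM, substrate 15 nM final, 5 min RT after 15 min compound preincubation.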
TDP1 cell noCPT = qHTS for Inhibitors of human tyrosyl-DNA phosphodiesterase 1 (TDP1): qHTS in cells in absence of CPT. 420,000 tested, 15% active. DT40 Tdp1-/- hTDP1 cells, no CPT, ATP luminescence, 48 h. AID 686978, 2013. Potency, µM (top dose mostly 46.2 µM), for inactives: at the highest dose activity change, negative = growth inhibition, hits mostly inhibitors; also: nearly all actives have a fitted effect of over 55% in size
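A cellular qHTS used chicken DT40 cells lacking endogenous Tdp1 but carrying stably transfected human TDP1. Compounds were applied without camptothecin, and cell growth kinetics were judged by ATP-dependent luminescence after ≥48 hr.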
N370S GC mod = inhibitors or activators of N370S glucocerebrosidase for Gaucher disease; N370S GC spleen homogenate, 4MU-glucoside fluorescence; 330,000 tested, 0.092% active; Potency, µM (highest dose often 59.4 µM), for the others: top-dose activity change, negative = inhibition, most hits filed as inhibitors; P04062;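 also: 0% = full enzyme activity and -100% = no enzyme basal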
* hit, by the source's call; ? = inconclusive; nt = not tested or not shown; [ ] = dose if it differs, or a comment. Calls follow the shape of the dose curve; as a rule, active = well fitted curve in the direction sought with a large enough effect; inconclusive = small, poorly fitted or top-dose-only effect, or another doubt; inactive = no such curve, though single readings can be large; an effect the other way counts as inactive or inconclusive. Unless noted, % is scaled to controls: 0 for no effect and ±100 for the full control effect; potency is read from the fitted curve at half-maximal effect. A portion of the library; count on the stated rates, not on these rows.

SMILES	TDP1 inh	TDP1 cell noCPT	N370S GC mod
Cc1nn(-c2ccc(N3CCOCC3)nn2)c(C)c1CCC(=O)NCc1ccc(Cl)cc1	7%	-18%	nt
CC(C)NCCCCOc1ccc(Br)cc1Cl	6%	18µM*	13%
O=C(NCC1CC1)Nc1ccc(Cl)cc1	nt	?	-9%
CCOC(=O)C1(CCOc2ccccc2)CCN(Cc2ccc(OC)c(O)c2)CC1	nt	?	?
COc1ccc(C(CNC(=O)c2ccc(S(=O)(=O)N3CCCC3)cc2)N2CCOCC2)cc1 (stereo not given)	nt	14%	?
COc1ccc(NS(=O)(=O)c2ccc(N3CCCCS3(=O)=O)cc2)cc1Cl	4%	4.6µM*	nt
CCOC(=O)C1=CNS(=O)(=O)NC1c1ccccc1 (stereo not given)	-2%[56.1 µM]	-4%	nt
CC(=O)Nc1c2c(nn1-c1ccccc1)CS(=O)C2 (stereo not given)	1%	2%	-2%
CCS(=O)(=O)Nc1ccc(-c2cc(-c3ccccc3)c3cc(C)ccc3n2)cc1	1%	?	5%
C=CCN1C(=O)/C(=C\c2ccc(Cl)cc2)N=C1SCC(=O)NC1CCCCC1	0%	-16%	-7%
CC(C)n1c(-c2ccc(C(C)(C)C)cc2)n[nH]c1=S	4%	?	2%
CC1(C)Cc2c(cnn2-c2ccc(F)cc2)C(NC(=O)c2ccco2)C1 (stereo not given)	4%	-26%	-2%
Cc1ccc(C(=O)C2CCN(CC(=O)NCc3ccc(F)cc3)CC2)cc1	nt	-7%	-8%
Cc1ccc(C(=O)Nc2scc(-c3ccccc3)c2C(=O)O)o1	0%	?	17%
CC(=O)Nc1nonc1NC(=O)c1ccc(C(C)(C)C)cc1	4%	?	-5%

Some of the entries above in a different format:
structure | TDP1 inh | TDP1 cell noCPT | N370S GC mod
O=C(NCC1CC1)Nc1ccc(Cl)cc1 | nt | ? | -9%
CC(=O)Nc1c2c(nn1-c1ccccc1)CS(=O)C2 (stereo not given) | 1% | 2% | -2%

Compound profiles, from the list above. Order of screens: TDP1 inh	TDP1 cell noCPT	N370S GC mod
COc1ccc(NS(=O)(=O)c2ccc(N3CCCCS3(=O)=O)cc2)cc1Cl is entered as 4%	4.6µM*	nt
CCOC(=O)C1(CCOc2ccccc2)CCN(Cc2ccc(OC)c(O)c2)CC1 is entered as nt	?	?
COc1ccc(C(CNC(=O)c2ccc(S(=O)(=O)N3CCCC3)cc2)N2CCOCC2)cc1 (stereo not given) is entered as nt	14%	?
CC(C)n1c(-c2ccc(C(C)(C)C)cc2)n[nH]c1=S is entered as 4%	?	2%

Next section:
SMILES	TDP1 inh	TDP1 cell noCPT	N370S GC mod
CC(=O)OCC[C@H](NS(=O)(=O)OCC(Cl)(Cl)Cl)c1ccccc1	nt	-20%	-15%
COc1ccc(CN2C(=O)c3cccnc3C2=O)cc1S(=O)(=O)NC1CCCCC1C (stereo not given)	10%	10%	2%
CCOC(=O)c1sc(/N=C/C2=C(O)CC(C)(C)CC2=O)c(C(=O)OCC)c1C	-4%	2%	2%
CCCNC(=O)c1c(Cl)cnn1-c1ccc(C)cc1	nt	-16%	-2%
COCCNc1nc(N)c([N+](=O)[O-])c(NC2CCCCC2)n1	nt	4%	-13%
CN(C)C(=O)c1ccc(-c2cncnc2NCCc2cnc[nH]2)cc1	nt	-23%	-1%
O=C(NCCCN1CCOCC1)c1ccc(Cl)c(S(=O)(=O)N2CCCCCC2)c1	3%	6%	-10%
CC(=O)Nc1ccc(NC(=O)C(C)NC(C)c2cccc3ccccc23)cc1 (stereo not given)	12%	-16%	-4%
Cc1ccc2oc(=O)c3cnn(CC(=O)NCCC(C)C)c3c2c1	-3%	-3%	1%
CCOc1ccc(NC(=O)c2c(NC(=O)c3ccccc3Br)sc3c2CCC(C)C3)cc1 (stereo not given)	-7%[12.3 µM]	?	nt
COc1ccc(NC(=O)CSc2nc3[nH]c(=O)cc(O)c3s2)c(OC)c1	2%	-10%	nt
Cc1ccc(OCC(=O)N(Cc2ccc(N(C)C)cc2)C2CCS(=O)(=O)C2)cc1C (stereo not given)	-1%	-24%	-16%
c1ccc(-c2nn[nH]n2)c(Nc2cccc3c2CCCC3)c1	20%	nt	0%
Cc1cnc(C(=O)OCC(=O)N2CCc3ccccc32)cn1	3%	?	-9%
CCc1sc(C(=O)Nc2cc(S(=O)(=O)N3CCOCC3)ccc2OC)cc1C	2%	-18%	nt
COc1ccc(OCCNC(=O)c2ccc(C)cc2)cc1	nt	15%	3%
Cc1cccc(NC(=O)NC2(C(=O)NCc3ccco3)CCCCC2)c1	nt	3%	-2%
CCN(CC(=O)Nc1cc(Cl)ccc1C)C(=O)Cc1ccsc1	1%	-14%	nt
COc1cc(/C=C(\C#N)C(=O)Nc2cccc(C(=O)O)c2)ccc1OCc1ccc(Cl)cc1	0%[0.0935 µM]	?	-4%
Cc1cc(=O)n(CCCc2ccccc2)[nH]1	0%	-9%	-5%
O=C(NC1CC1)c1c(O)c2ccccc2[nH]c1=O	nt	-14%	2%
O=C(CNC(=S)N(Cc1ccccc1)Cc1cccs1)NCc1ccc(F)cc1	-1%	?	8%
COc1cc(C(CC(=O)NCc2ccccc2)N2Cc3ccccc3C2=O)cc(OC)c1OC (stereo not given)	6%	-29%	nt
C=CCc1ccc(OC(=O)NC2CCCCC2)c(OC)c1	nt	-30%	-3%
CCOC(=O)c1ccc(NC(=O)CSc2nnc(CNC(=O)c3ccc(OC)cc3)n2CC)cc1	8%	-26%	nt
CCNS(=O)(=O)c1ccc(NC(=O)Cn2cc([N+](=O)[O-])cn2)cc1	5%	8%	-3%
Cc1c(Cl)cccc1NC(=O)[C@@H](NC(=O)c1ccccc1Cl)C(C)C	5%	?	7%
CCOC(=O)CC(NS(=O)(=O)c1ccc2[nH]c3c(c2c1)CCCC3)c1ccccc1Cl (stereo not given)	6%	?	nt
COc1ccc(CC(=O)NCCc2sc(-c3ccc(Cl)cc3)nc2C)cc1OC	-1%	21µM*	nt
CS(=O)(=O)N1CCC2(CC1)CN(C(=O)Nc1cccc(C#N)c1)C2	nt	4%	13%
O=C(NCc1ccco1)c1ccccc1	6%	0%	?
Cc1ccc(S(=O)(=O)Nc2cccc(C(=O)N3CCOCC3)c2)c(C)c1NS(C)(=O)=O	1%	2%	-17%
N/C(=N\S(=O)(=O)c1ccc(Cl)cc1)N1CCOCC1	0%	-6%	-9%
CC(C)c1ccc(N2C(=O)[C@@H]3Cc4ccccc4CN3C2=O)cc1	10%	-20%	4%
CCOC(=O)COc1ccccc1C1Nc2ccccc2C(=O)N1c1cccc(Cl)c1 (stereo not given)	2%	?	?
CCC1CCCCN1CCCNC(=O)CCNC(=O)Cn1cnc2ccccc2c1=O (stereo not given)	3%	-19%	2%
Cc1ccnc(NCc2ccc(Cl)cc2)c1	4%	?	-5%
O=C(c1ccc2snnc2c1)N1CCN(c2ccccn2)CC1	0%	-9%	0%
CCn1nc(C(=O)Nc2ccc(S(=O)(=O)Nc3nccs3)cc2)c2ccccc2c1=O	7%	1%	-2%
CCOC(=O)c1c(Nc2ccccc2N)cc(C)nc1C	2%	-5%	4%
O=C(CCSc1nnc2ccc3ccccc3n12)Nc1ccc(F)cc1	-5%	?	0%
CCC(=O)N1CCc2cc(Br)cc(S(=O)(=O)N3CCN(c4cc(C)ccc4C)CC3)c21	6%	32%[activator]	nt
CCOC(=O)C1=c2/c(=C/c3ccccc3OC)c(N)c(C#N)n2C(=O)C(c2ccccc2OC)S1 (stereo not given)	6%	nt	3%
Cc1ccc(-c2nc(CS(=O)CC(=O)N3CCN(c4ncccn4)CC3)c(C)o2)cc1 (stereo not given)	2%	?	4%
CCOC(=O)c1c(C)[nH]c(C)c1C(=O)COC(=O)c1cccs1	3%	-8%	nt
O=C(N/N=C/c1ccc(Cl)cc1Cl)c1ccncc1	2%	0%	6%
Cc1ccccc1NC(=O)CSc1nnc2ccc(-c3ccccn3)nn12	-6%	?	-2%
COc1cc(NC(=O)Cn2nc(C(F)(F)F)c3c2CCCC3)c(OC)cc1Cl	-1%	16µM*	nt
CCOC(=O)NC1C=CS(=O)(=O)C1 (stereo not given)	4%	-2%	-23%
O=C(CSc1ccc(-c2nc3ccccc3[nH]2)cn1)Nc1ccc(S(=O)(=O)N2CCCC2)cc1	0%	13µM*	4%
O=C(/C=C/c1ccco1)N/C(=C\c1ccccc1)C(=O)NCCc1nc2ccccc2[nH]1	8%	?	?
CCOC(=O)c1c(CSC(=N)N)n(-c2ccc(Br)cc2)c2cc(Br)c(OC(C)=O)cc12	5%	23µM*	?
Cc1cccc(CS(=O)(=O)c2cn(CC(=O)N3CCOCC3)c3ccccc23)c1	5%	-15%	?
COc1ccc(C2C(C(=O)c3ccccc3)N3c4ccccc4C=CC3C2[N+](=O)[O-])cc1 (stereo not given)	7%	10µM*	-4%
Cc1cccc(COC[C@H](Cc2ccccc2)N2CCN(C(=O)c3cccc(C)c3)CCC2=O)c1	5%	?	13%
Cc1cc(C)c2c(n1)sc1c(=O)n(-c3cc(Cl)ccc3C)nnc12	7%	?	nt
CC(C)CCNC(=O)CCCOc1ccccc1	-3%	-24%	0%
Cc1ccc(S(=O)(=O)N2CCN(C(=O)COC(=O)c3cc([N+](=O)[O-])ccc3NCCO)CC2)c(C)c1	0%	?	nt
Cc1c(NC(=O)c2cccc(NC(=O)COc3ccc(C#N)cc3)c2)c(=O)n(-c2ccccc2)n1C	3%	-47%	1%
COCCCNC(=O)Cn1nnc(-c2ccc(NC(=O)c3ccccc3F)cc2)n1	-2%	?	-2%

Brought forward from above: two entries; new compounds follow.
SMILES	TDP1 inh	TDP1 cell noCPT	N370S GC mod
Cc1c(NC(=O)c2cccc(NC(=O)COc3ccc(C#N)cc3)c2)c(=O)n(-c2ccccc2)n1C	3%	-47%	1%
COCCCNC(=O)Cn1nnc(-c2ccc(NC(=O)c3ccccc3F)cc2)n1	-2%	?	-2%
CCCC(=O)Nc1cc2c(cc1C(C)=O)OCCO2	3%	-16%	-14%
Cc1nc2nc(C)n(-c3ccccc3)c2s1	0%	4%	7%
COc1cccc(OC)c1C(=O)Nc1ccc2c3c(cccc13)CC2	-2%	-17%	2%
O=C(O)CN1C(=O)/C(=C\c2cn(CC(=O)N3CCOCC3)c3ccccc23)SC1=S	5%	-22%	-7%
Cc1ccc(/C=N\NC(=O)Cc2cccn2C)o1	3%	-4%	-6%
COc1ccc(C)cc1NC(=O)c1ccc(OC(F)F)cc1	-3%	-12%	-16%
COc1cc(C)nc(NCc2ccccc2)n1	1%	?	12%
Cc1ccc2nc(SCC(=O)NCc3ccc(S(N)(=O)=O)cc3)[nH]c2c1	nt	-6%	-8%
CN(C)CCN1C(=O)C2C(C(=O)Nc3cc(Cl)cc(Cl)c3)C3C=CC2(O3)C1C(=O)NC1CCCCC1 (stereo not given)	-1%	-2%	-19%
O=C(CSc1nnc(SCC(=O)NCc2ccc3c(c2)OCO3)s1)NCc1ccc2c(c1)OCO2	2%	-8%	1%
O=c1c(-c2ccccc2)coc2cc(O)cc(O)c12	-12%[56.1 µM]	-19%	2%
CCOc1ccc(CCNC(=O)C2CCN(Cc3nc(-c4ccc(OC)c(OC)c4)oc3C)CC2)cc1OCC	6%	-7%	nt
Cc1cc(C)nc(N2CCCC(C(=O)NCC(c3ccccc3)c3ccccc3)C2)n1 (stereo not given)	-2%	?	8%
Cc1nc(N2CCCCC2)c2ccsc2n1	-11%	?	2%
Cc1cc(Br)c(NC(=O)Cn2c([N+](=O)[O-])cnc2C)cc1C	nt	-3%	-7%
COc1cc(C(CCN2CCOCC2)c2c(OC)cc(OC)c3ccc(=O)oc23)cc(OC)c1OC (stereo not given)	11%	nt	-15%
CCC1(C)Cc2ccccc2-c2nc(SCC(N)=O)[nH]c(=O)c21 (stereo not given)	nt	19%	-2%
CCOC(=O)c1ccc(N=C2SC(C(=O)Nc3ccc(C(=O)O)cc3)CC(=O)N2Cc2cccs2)cc1 (stereo not given)	8%	?	5%
O=C(COC(=O)CSc1ccc([N+](=O)[O-])cc1)NCCCc1ccccc1	3%	?	-5%
O=C(CC1OCC2CCCN2C1=O)Nc1ccc([N+](=O)[O-])cc1 (stereo not given)	7%	?	-6%
COc1cc(CNC(=O)C2CCCC2)cc(OC)c1OC	nt	-1%	-4%
CCOc1ccc(NC(=O)CCC(=O)c2ccc(Br)cc2)cc1	3%	-3%	-2%
Cc1ccc(C(=O)NC2CCCN(c3ccc(C(F)(F)F)cn3)C2)cn1 (stereo not given)	0%	?	?
COC(=O)C1CN(S(=O)(=O)c2ccc(NC(C)=O)cc2)CCS1 (stereo not given)	2%	-17%	-7%
Cc1n[nH]c(C)c1SCC(=O)Nc1ccc(F)cc1	-10%	3%	-5%
COc1cc2cnc(CCO[C@H]3CCCCO3)cc2cc1OC	0%	-30%	nt
